miR-122 sensor – miR-122 Renilla sensor signal increase in Huh7, primary screen, miR-122 inhibitor project, cell-based, single point, plate reader; Huh7 miR-122 Renilla luciferase sensor, 48 h; neutral wells = 0, positive control = 100; activation (reporter increase), % at 12.5 µM; actives 0.3% (n = 340,000);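 active = mean replicate activation score at least 90 and every replicate individually at or above 90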;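 note: higher luciferase means less miR-122 activity so hits act as miR-122 inhibitors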
* marks the source's active call; other numbers are inactive results. This is a subset; rates above refer to the full screens.

SMILES	miR-122 sensor
CC1CCCN(C(=O)C2CCN(CC3CC=CCC3)CC2)C1 (configuration not stated)	-1
COc1ccc(S(=O)(=O)N2CCN(C(=O)NC3CCCCC3)CC2)cc1OC	-1
Cc1cc(C)cc(NC(=O)CSc2nnc(-c3ccccc3)n2N)c1	3
CN(C)c1ccc(C(=O)Nc2ccc(S(=O)(=O)NC3=NCCCCC3)cc2)cc1	6
CCCOc1ccc(CCc2n[nH]c(=S)n2Cc2ccccc2)cc1	33
CCCN(CCO)CCCc1ccccc1	-4
O=C(Nc1ccccn1)N1CCOCC1	-3
O=C(COc1ccccc1O)N1CCN(C(=O)c2ccco2)CC1	-1
O=C(c1ccco1)N1CCC(c2ccccc2)C1 (configuration not stated)	-7
CCOC(=O)c1c(-c2ccc(F)cc2)cn2ccccc12	1
CC(=O)NNc1cc(=O)c2c(=O)n(C)c(=O)n(C)c2[nH]1	-3
O=C(O)c1ccccc1SCc1ccc2c(c1)OCO2	2
COc1ccc(OC)c(-c2cc(C(=O)Nc3cc(C)n(Cc4ccc(Cl)cc4)n3)no2)c1	-2
CCn1c(=N)n(CC(=O)C23CC4CC(CC(C4)C2)C3)c2ccccc21	1
CC1(C(=O)O)Cc2ccccc2C(=O)O1 (configuration not stated)	1
Cc1nc2sc3c(c2c(=O)[nH]1)CCC3	9
Cc1cc(C)c2[nH]c(=O)c(=O)[nH]c2c1	-22
c1cc2c(cc1C1=Nn3c(nnc3C3CCCCC3)SC1)OCO2	61
Cc1cc(N2C(=O)C(O)=C(C(=O)c3ccco3)C2c2ccc(O)cc2)no1 (configuration not stated)	-11
Cc1ccc2c(C(=O)CN3CCSCC3)c(C)[nH]c2c1	4
O=C(/C=C/c1ccc([N+](=O)[O-])cc1)N1CCN(c2ccccc2F)CC1	-5
COc1ccc(CCn2nnc(-c3ccc(NC(C)=O)c(Cl)c3)n2)cc1	-9
CC1CCCC(C)N1CC(C)(C)NS(=O)(=O)c1ccc(Cl)cc1 (configuration not stated)	-3
O=C(NCc1ccco1)c1nc2ncccn2n1	2
C=CCn1c(SCC(=O)NC(C)(C)C)nnc1-c1ccccc1O	-4
Next part.
SMILES	miR-122 sensor
O=C(NC1CCCc2ccccc21)c1cccnc1 (configuration not stated)	9
O=C(Cn1c(=O)sc2ccccc21)Nc1nc2c(s1)CCCC2	-8
CCN(CC)c1ncnc2sc3c(c12)CCC3	-8
O=C1CN(C(=O)COC(=O)COc2ccc3c(c2)CCC3)c2ccccc2N1	-3
O=C(O)C1CCN(Cc2cnn(-c3ccccc3)c2-n2cccc2)CC1	-10
CC(C)c1ccc(OCc2ccc(C(=O)N3CCN(c4ccccn4)CC3)cc2)cc1	-1
Nc1nc(CSc2nc3ccccc3s2)nc(N2CCCCC2)n1	2
COc1cc(Cc2nc3ccc(S(=O)(=O)N4CCOCC4)cc3[nH]2)cc(OC)c1OC	-4
COc1ccc(OC)c(Nc2nc(=O)c3cccnc3s2)c1	0
C(=C\c1ccco1)/C=N/n1cnnc1	29
COC(=O)c1c(C)nn(-c2ccccc2)c1-n1cccc1	-5
Brc1ccc(C2=CC(c3ccco3)n3ncnc3N2)cc1 (configuration not stated)	5
O=C(COc1ccc(S(=O)(=O)N2CCCC2)cc1Cl)NC1CC1	0
c1ccn2c(Cc3nnc4ccccn34)nnc2c1	-3
O=S(=O)(NC1CCN(Cc2ccccc2)CC1)c1cccc(S(=O)(=O)N2CCOCC2)c1	-13
CCc1ccc(NC(=O)COC(=O)CN2C(=O)COc3ccccc32)cc1	3
CCS(=O)(=O)N1CCC(NC(=O)c2ccco2)CC1	0
Nc1nc(NCc2ccccc2)nc(NCc2ccccc2)c1[N+](=O)[O-]	0
O=C(CCS(=O)(=O)c1ccc(Br)cc1)Nc1ccc(Br)cc1F	2
O=C(OCc1ccc2c(c1)OCO2)c1cccc(S(=O)(=O)N2CCCCC2)c1	2
CCOC(=O)c1[nH]c(C)c(C(=O)N2CCc3ccccc32)c1C	41
CCC(CC)C1C(C#N)=C(N)Oc2n[nH]c(-c3ccccc3)c21 (configuration not stated)	0
CC(C)N1CC(C(=O)O)CC1=O (configuration not stated)	3
CC(C)(C)Cc1nc(-c2ccccn2)no1	-3
CCOC(=O)c1sc2nc(C)n(CC(=O)NCC3CCCO3)c(=O)c2c1C (configuration not stated)	-1
Carrying on:
SMILES	miR-122 sensor
COc1ccc2c(c1)CCc1c-2n[nH]c1C(=O)O	-3
c1ccc(CNc2nc(N3CCOCC3)nc(N3CCOCC3)n2)cc1	6
Cn1c(=O)n(C)c2cc(S(=O)(=O)NCc3ccco3)ccc21	18
Cc1c(NC2(c3nnnn3-c3ccc(Br)cc3)CCCCC2)c(=O)n(-c2ccccc2)n1C	53
Cc1ccccc1NS(=O)(=O)c1cc(C(=O)N2CCCC2)ccc1C	21
COCCN(C(=O)CCCC(=O)Nc1ccccn1)C(C(=O)NC1CCCC1)c1ccc(C)cc1 (configuration not stated)	8
Cn1cnnc1SCC(=O)Nc1ccccc1C(=O)NC1CCCC1	-8
CC(C)CCNC(=O)NC(=O)CN1C(=O)NC2(CCCCC2)C1=O	4
[O-]/[N+](=C\c1ccc(OC(F)F)cc1)c1ccccc1	4
CN(c1ccccc1)C(c1ccc(F)cc1)c1nnnn1CC1CCCO1 (configuration not stated)	19
CC(=O)Nc1ccc(Nc2ccc(N3C(=O)CCCC3=O)cc2[N+](=O)[O-])cc1	-4
O=S(=O)(Nc1ncccn1)c1ccc(Nc2ncnc3ccccc23)cc1	-1
Cc1ccc(S(=O)(=O)N2CCN(C(=O)C3=COCCO3)CC2)cc1C	6
CCCOc1ccccc1C1CC(=O)NC2=C1C(=O)CCC2 (configuration not stated)	59
COc1ccc(N2CCN(C(=O)Cc3ncc(C(F)(F)F)cc3Cl)CC2)cc1	-3
OC(Cc1ccccc1)c1ncc(-c2ccc3ccccc3c2)[nH]1 (configuration not stated)	5
COCCN1C(=O)/C(=C/c2ccc(Oc3ccc([N+](=O)[O-])cn3)c(OC)c2)SC1=Nc1ccccc1	-13
O=C(CNc1cccc2ccccc12)N/N=C/C(Br)=C/c1ccccc1	3
Cc1cc(C)nc(NS(=O)(=O)c2ccc(Br)cc2)n1	23
CC(=O)NNc1nc(-c2ccccc2)c2cc(Br)ccc2n1	-3
O=C(COC(=O)c1ccccn1)NCCCc1ccccc1	-2
COc1cccc(CC2CC(=O)N(CCc3ccc4c(c3)OCO4)C2=O)c1 (configuration not stated)	-4
C=CCn1c(Cc2cccs2)nnc1SCC(=O)c1cccc(Br)c1	10
Cc1ccc(C(=O)c2ccccc2C(=O)O)s1	1
c1ccc(C2CC(c3ccccc3)n3ncnc3N2)cc1 (configuration not stated)	-7
Carrying on.
SMILES	miR-122 sensor
CCSc1nnc([C@@H]2CCCN2C(=O)OC(C)(C)C)o1	-1
CCC(=O)c1ccc(CCCCCC(=O)O)s1	-2
Cn1c2ccccc2c2c(C(=O)NCc3ccco3)cn(C3CCCCC3)c(=O)c21	3
COc1ccc(CCNC(=O)C2CCCN(c3nn4c(=O)cc(C)nc4s3)C2)cc1OC (configuration not stated)	-4
Cc1ccc(Cl)c2c1NC(=O)C2(O)CC(=O)c1ccccc1O (configuration not stated)	2
COc1ccc2c(c1)-c1c(ssc1=S)C(C)(C)N2	12
COc1nc(OC)nc(N2CCCCCC2)n1	-1
Cc1cc(=O)[nH]c(Nc2c(C)n(C)n(-c3ccccc3)c2=O)n1	1
CSc1ccc(CCNC(=O)CSc2ccsc2[N+](=O)[O-])cc1	4
Cc1nn(-c2ccccc2)c(CC(C)(C)C(=O)O)c1C(=O)O	-3
COC(=O)Nc1ccc(S(=O)(=O)N(C)CC(F)(F)C(F)F)cc1	-3
CC(=O)c1ccc(NC(=O)CSCC(=O)Nc2ccc3ccccc3c2)cc1	0
Cc1ccc(N2CCN(S(=O)(=O)N(C)C)CC2)cc1Cl	3
COc1ccc2oc(=O)c(C(=O)N3CCN(c4ccc(F)cc4)CC3)cc2c1	3
CCCCc1nc2ccccc2c(NC(=O)CN(CC)CC)c1CCC	6
CCOc1ccc(S(=O)(=O)N2CCCCC2)c2ccccc12	-4
CC(C)CC1=NC(C(F)(F)F)(C(F)(F)F)c2c(n(CC(C)C)c(=O)[nH]c2=O)N1	-1
CCCn1nnnc1SCC(=O)NCc1ccccc1	0
COc1cc(/C=N/NC(=O)c2ccoc2C)cc(OC)c1OC	6
O=C(O)c1ccccc1N/N=C\c1ccnc2ccccc12	12
COc1ccccc1OCC(=O)NCCc1nc2ccccc2[nH]1	-3
CCCCNC(=O)/C(C#N)=C/c1ccc(-c2ccc(S(=O)(=O)N3CCOCC3)cc2)o1	8
CC(CC1C(C#N)=C(N)SC(N)=C1C#N)c1ccccc1 (configuration not stated)	-2
CCCCn1nnnc1SCC(=O)N1CCN(C(=O)c2ccco2)CC1	-3
CC(=O)c1nn(-c2ccc(Br)cc2)cc1C(=O)c1ccco1	-8
Remaining list, next part:
SMILES	miR-122 sensor
Cc1cccc(NS(=O)(=O)c2c(C)n[nH]c2C)c1	28
Cc1ccc(NS(=O)(=O)c2cccc(C(=O)OCC(=O)NCc3ccco3)c2)cc1	1
Nn1c(Nc2ccccc2)nc2ccccc21	2
NC(=S)N/N=C/c1c[nH]c2ccc(OCc3ccccc3)cc12	-2
CC(=O)c1cnn(-c2cc(Oc3ccccc3C)ncn2)c1C	-2
C/C(Cl)=C/Cn1c(=O)c2c(nc(Br)n2Cc2ccccc2)n(C)c1=O	5
CCOC(=O)c1sc(N)c(C#N)c1CSc1nnc(C2CC2)n1N	-2
COc1ccc(NC(C)=O)cc1NC(=O)CN1CCN(CC(=O)Nc2ccccc2Cl)CC1	-5
Cc1cc(C)c(S(=O)(=O)n2nc(C)c(Br)c2C)c(C)c1	-12
COc1cc2cc(C(c3nnnn3C3CCCC3)N3CCCCC3)c(=O)[nH]c2cc1OC (configuration not stated)	-3
NC1=NC2(CCCCC2)N=C(Nc2ccc(Br)cc2)N1	-3
N#CC(c1ccc(Cl)cc1)c1ncc(C(F)(F)F)cc1Cl (configuration not stated)	12
CCc1c(O)cc2n(c1=O)-c1ccccc1C2(C)C	-1
CC(=O)Oc1c(S(=O)(=O)c2ccc(C)cc2)c(C)nn1C(C)(C)C	1
COc1cc2c(cc1NC(=O)c1cccnc1)oc1ccccc12	5
C=CCn1c(SCc2ccccc2C#N)nnc1-c1cc(Br)ccc1O	82
COc1ccccc1C(=O)N1C(CC(=O)Nc2cc(Cl)ccc2C)C(=O)NC2CCCCC21 (configuration not stated)	5
CCOC(=O)CSC1=C(C#N)C(c2ccccc2Cl)C(C(=O)OC)C(=O)N1 (configuration not stated)	-4
Cc1nn(C)cc1/C=C1\CCC/C(=C\c2cn(C)nc2C)C1=O	4
O=S(=O)(NCc1cccnc1)c1ccc(Cl)c(Cl)c1Cl	19
CS(=O)(=O)c1ccccc1-c1nc(-c2ccc(C(F)(F)F)cc2)no1	2
CC(C)NC1=C(Cl)C(=O)c2ccccc2C1=O	-1
CC1(C(=O)NC2CCCC2)CCC(=O)N1Cc1ccc2c(c1)OCO2 (configuration not stated)	-2
COc1cccc(OCC(=O)NN=C2c3ccccc3-c3ccccc32)c1	3
O=C(c1cc(-c2cccs2)nc2ccccc12)N1CCN(S(=O)(=O)c2ccccc2)CC1	5
(further entries)
SMILES	miR-122 sensor
O=C(C(Cc1ccc(Cl)cc1)NS(=O)(=O)c1ccccc1)N1CC[C@@]2(O)CCCC[C@H]2C1 (some centres not stated)	7
O=C(NCc1ccc2c(c1)OCO2)C1CCCN1C(=O)Nc1ccc(F)cc1 (configuration not stated)	3
COc1cc2c(cc1OC)C(c1ccc(-c3ccc(Cl)c(Cl)c3)o1)=NCC2	-44
O=C(Cn1nc(C(F)(F)F)c2c1CCC2)NC1CCCCC1	-8
CN1CCN(C(=O)c2ccc(COc3ccc(Cl)cc3Cl)cc2)CC1	0
CC1(C)Cc2nc3sc4c(=O)n(CC(=O)NCc5ccccc5)cnc4c3cc2CO1	15
COC(=O)/C(=C\Nc1ccccc1N)c1ncc(C(F)(F)F)cc1Cl	8
COc1ccc(-n2c(C)nc(=O)c(-c3ccccc3)c2C)cc1	-5
N#Cc1c(NC(=O)c2ccc(Cn3cc(Br)cn3)o2)sc2c1CCCCC2	11
Cc1ccc(C(=O)N/C(=C\c2ccco2)C(=O)NCc2cccnc2)cc1	-3
COc1ccc(CNc2nc3c(c(=O)n(Cc4ccc(Br)cc4)c(=O)n3C)n2C)cc1	-4
Cc1ccc(-c2cc(C(=O)N3CCN(c4ccc(F)cc4)CC3)c3ccccc3n2)o1	5
Cc1sc2ncn(CC(=O)OCC(=O)NC(C)(C)C)c(=O)c2c1C	-4

A second format for some results above.
compound,miR-122 sensor
Cc1nn(C)cc1/C=C1\CCC/C(=C\c2cn(C)nc2C)C1=O,4
O=S(=O)(NCc1cccnc1)c1ccc(Cl)c(Cl)c1Cl,19
CS(=O)(=O)c1ccccc1-c1nc(-c2ccc(C(F)(F)F)cc2)no1,2
CC(C)NC1=C(Cl)C(=O)c2ccccc2C1=O,-1
CC1(C(=O)NC2CCCC2)CCC(=O)N1Cc1ccc2c(c1)OCO2 (configuration not stated),-2
COc1cccc(OCC(=O)NN=C2c3ccccc3-c3ccccc32)c1,3
O=C(c1cc(-c2cccs2)nc2ccccc12)N1CCN(S(=O)(=O)c2ccccc2)CC1,5
O=C(C(Cc1ccc(Cl)cc1)NS(=O)(=O)c1ccccc1)N1CC[C@@]2(O)CCCC[C@H]2C1 (some centres not stated),7
O=C(NCc1ccc2c(c1)OCO2)C1CCCN1C(=O)Nc1ccc(F)cc1 (configuration not stated),3
COc1cc2c(cc1OC)C(c1ccc(-c3ccc(Cl)c(Cl)c3)o1)=NCC2,-44
O=C(Cn1nc(C(F)(F)F)c2c1CCC2)NC1CCCCC1,-8
CN1CCN(C(=O)c2ccc(COc3ccc(Cl)cc3Cl)cc2)CC1,0
CC1(C)Cc2nc3sc4c(=O)n(CC(=O)NCc5ccccc5)cnc4c3cc2CO1,15
COC(=O)/C(=C\Nc1ccccc1N)c1ncc(C(F)(F)F)cc1Cl,8
COc1ccc(-n2c(C)nc(=O)c(-c3ccccc3)c2C)cc1,-5
N#Cc1c(NC(=O)c2ccc(Cn3cc(Br)cn3)o2)sc2c1CCCCC2,11
Cc1ccc(C(=O)N/C(=C\c2ccco2)C(=O)NCc2cccnc2)cc1,-3

Random excerpt: 2 entries already listed, in no set order.
SMILES	miR-122 sensor
COc1cc(/C=N/NC(=O)c2ccoc2C)cc(OC)c1OC	6
C/C(Cl)=C/Cn1c(=O)c2c(nc(Br)n2Cc2ccccc2)n(C)c1=O	5

Screening data (PubChem)
